# PRMT1 inh: inhibitors of human PRMT1 | Q99873 | actives 1.3% (n = 370,000) | recombinant PRMT1, activity-based probe fluorescence polarization | AID 652257 | inhibition, % at 2.79 µM;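 active = inhibition above about 21% made by adding two undisclosed values, limit read from the data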
# LEDGF integ inh: blocks HIV-1 LEDGF/p75-dependent DNA integration; inhibition, % at 3.7 µM; actives 0.64% (n = 370,000); TR-FRET IN-LEDGF/p75 DNA integration, Eu/Cy5;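 active = inhibition above the screen-wide mean plus 3 SD, cut at about 13% in these data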;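 note: signal is the Cy5 over europium emission ratio at 671 and 618 nm; 0% = plate median of compound wells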
# PG9 binder: PG9 antibody binding by small molecule; TR-FRET gp120-PG9 antibody binding; inhibition, % at 6.7 µM; actives 0.43% (n = 360,000); AID 624416; in the data active = inhibition above about 8.5%
# TDP2 absorb: blocks human TDP2 phosphodiesterase activity; recombinant TDP2, T5PNP hydrolysis, p-nitrophenol absorbance 415 nm; inhibition, % at 12.8 µM; actives 0.34% (n = 370,000); AID 720702;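 active = inhibition above the mean of all tested compounds plus 3 SD, set per campaign, cut at about 25% in these data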;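 note: 0% = DMSO with enzyme and 100% = buffer with substrate but no TDP2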
# Target sequence (O95551 whole entry, looked up): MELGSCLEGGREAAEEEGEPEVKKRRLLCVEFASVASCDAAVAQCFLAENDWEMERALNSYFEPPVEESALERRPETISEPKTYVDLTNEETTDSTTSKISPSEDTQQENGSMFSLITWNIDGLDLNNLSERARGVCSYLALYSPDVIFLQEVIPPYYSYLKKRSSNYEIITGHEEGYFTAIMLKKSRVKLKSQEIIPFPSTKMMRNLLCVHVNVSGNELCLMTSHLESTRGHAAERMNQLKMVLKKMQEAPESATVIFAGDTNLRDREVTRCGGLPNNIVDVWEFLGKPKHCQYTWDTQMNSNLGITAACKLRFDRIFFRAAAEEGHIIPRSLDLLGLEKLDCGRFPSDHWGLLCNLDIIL
#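 Incubation: 2 h at 37 °C; Test system: recombinant human TDP2; Quantity: enzyme 120 nM; Read-out basis: percent inhibition; Medium: 50 mM Tris-HCl pH 7.5 with Mg2+, KCl, DTT, BSA; Repeats: single replicate; Compound: 12.8 µM single point, 1% DMSO; Signal: epi absorbance; Reagent: 5 mM T5PNP chromogenic substrate; Benchmarks: no-enzyme high, DMSO-plus-enzyme low.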
# TCR CD3 inh: human TCR-CD3 binding inhibition; actives 0.37% (n = 360,000); TAMRA-labeled TCR probe fluorescence, biochemical; inhibition, % at 9.4 µM; AID 651800; in the data active = inhibition above about 19%;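 note: recombinant mutant TCR 2C K166C tagged with TAMRA read by polarization; 0% = receptor in buffer alone and 100% = receptor with positive control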
# UHRF1 MBD2 ctr: blocks human UHRF1 binding to methylated DNA; actives 0.75% (n = 370,000); inhibition, % at 4.4 µM; Q96T88; AID 687016; UHRF1 binding to methylated oligo, TR-FRET; in the data active = inhibition above about 21%;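 note: UHRF1 SRA domain binding a hemimethylated CpG hairpin DNA probe; 0% = median of test compound wells and 100% = reference inhibitor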
# mABHD4 FP: ABHD4 (mouse) inhibition, primary FP screen; Q8VD66; purified mABHD4, FP-Rh probe fluorescence polarization; inhibition, % at 8.92 µM; actives 0.54% (n = 370,000); AID 720543;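 active = inhibition exceeding the mean over every tested compound plus 3 SD, cut at about 30% in these data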;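 note: 0% = plate median of compound wells and 100% = S159A mutant with DMSO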
#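 assay system = mABHD4 protein | compound dosing = single nominal dose of 8.92 µM, 0.89% DMSO final | read-out basis = percent inhibition of probe binding, normalized to plate controls | schedule = Enzyme–compound pre-incubation 45 min, then probe 60 min, both 25 °C | detection = fluorescence polarization, excitation 525 nm, emission 598 nm, BODIPY TMR filters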
# HTRA1 inhibitor: inhibitors of human serine peptidase HTRA1. Q92743. actives 0.5% (n = 340,000). inhibition, % at 5.96 µM. AID 504803. recombinant HTRA1, FP-rhodamine activity-based probe, fluorescence polarization; in the data active = inhibition above about 36%;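 note: 0% = enzyme with DMSO and 100% = wells lacking enzyme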
# Target sequence (Q92743 whole entry, looked up): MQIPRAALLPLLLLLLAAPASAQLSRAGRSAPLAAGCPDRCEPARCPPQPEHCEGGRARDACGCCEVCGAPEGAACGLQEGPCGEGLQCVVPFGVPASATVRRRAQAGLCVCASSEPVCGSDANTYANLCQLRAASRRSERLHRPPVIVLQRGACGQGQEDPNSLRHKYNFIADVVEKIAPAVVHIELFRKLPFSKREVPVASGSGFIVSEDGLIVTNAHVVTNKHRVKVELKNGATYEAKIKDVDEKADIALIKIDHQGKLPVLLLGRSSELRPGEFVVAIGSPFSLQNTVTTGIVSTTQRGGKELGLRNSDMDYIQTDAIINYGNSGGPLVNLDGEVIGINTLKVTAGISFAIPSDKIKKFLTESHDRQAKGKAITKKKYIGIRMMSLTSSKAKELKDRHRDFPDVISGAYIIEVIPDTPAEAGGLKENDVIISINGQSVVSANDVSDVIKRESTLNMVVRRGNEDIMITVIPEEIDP
# SIAE primary: blocks human sialic acid acetylesterase; actives 0.69% (n = 370,000); AID 1053197; inhibition, % at 9.66 µM; SIAE FP-Rh probe binding, fluorescence polarization;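 active = inhibition above a cutoff: mean of compounds within the control limits plus 3 SD of those, cut at about 17% in these data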;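 note: 0% = plate median of compound wells and 100% = probe without SIAE protein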
# Tn7 DDE FP: DD(E)-Tn7 binding inhibition, primary FP screen; P02675; FP displacement of FITC-Tn7 peptide from fibrin DD(E); 0% = median of compound wells per plate; inhibition, % at 8.3 µM; actives 0.13% (n = 370,000); AID 720508;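 active = inhibition above the mean of compounds falling within the control limits plus 3 SD of them, cut at about 14% in these data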;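 note: 0% = plate median of compound wells and 100% = 10 µM Aha-Tn7 peptide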
#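 Assay system: human fibrin DD(E). Input: DD(E) 2 µM final. Medium: Tris buffer with calcium and detergent, pH 7.8. Compound dosing: single point at 8.3 µM. Timing: 10 min plus 3 h, room temperature. Technique: fluorescence polarization of the labelled Tn7 tracer. Read-out: percent inhibition. Replicates: singlicate testing.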
# Numbers without * were called inactive; nt = not tested or not shown.
SMILES,PRMT1 inh,LEDGF integ inh,PG9 binder,TDP2 absorb,TCR CD3 inh,UHRF1 MBD2 ctr,mABHD4 FP,HTRA1 inhibitor,SIAE primary,Tn7 DDE FP
Cc1ccccc1OCC(=O)NN1CCN(C)CC1,0,1,-0.9,8,0,0,1,7,-9,-3
COc1ccc(C2CC(=O)C(c3ccc([N+](=O)[O-])cc3)=CN2Cc2ccccc2)cc1 (centres undefined),0,-2,1.1,2,-6,2,-9,nt,-3,-3
CC(C)N(Cc1nc(-c2ccccc2)no1)C(=O)CN(C)S(=O)(=O)c1ccc(Br)cc1,2,0,2.4,2,-5,5,9,-14,-9,-1
Cc1c(C)c(C)c(C(=O)c2ccc(NC(=O)c3ccccc3C(=O)O)cc2)c(C)c1C,-1,4,0.6,-19,-8,2,-4,-19,-4,-2
Cc1cccc(-c2nn(-c3ccccc3)cc2C(=O)NCC(c2cccs2)N2CCOCC2)c1 (centres undefined),-1,1,0.0,21,-5,-1,13,-21,0,2
O=C(Cn1ccnc1[N+](=O)[O-])N(CCO)CCO,-2,-2,3.3,-5,-3,0,-5,1,-2,-4
Clc1ccc(-c2nnc3n2CCCC3)cc1,-2,0,0.7,2,5,-2,1,9,-5,3
Cc1ccccc1NC(=O)Cc1nc(CSc2nnc(C3CCCCC3)n2N)cs1,2,2,-2.0,4,1,-3,10,1,0,-7
COc1ccc(/C(=N\O)c2nccc3cc(OC)c(OC)cc23)cc1OC,-1,-2,-0.9,13,38*,1,8,5,-5,0
CC(=O)Nc1ccc(NC=C(C#N)C#N)cc1,4,0,-1.5,9,5,-4,4,0,-1,6
CC(C)CNC(=O)OCc1cn(Cc2ccc(C(F)(F)F)cc2)nn1,0,-1,nt,0,nt,0,-4,nt,0,1
COC(=O)C[C@@H]1CC[C@H]2[C@H](COc3ccc(NC(=O)Nc4ccc(Cl)cc4)cc3C(=O)N2C)O1,-6,3,nt,-10,nt,0,-2,nt,4,6
COc1ccc(Cl)cc1S(=O)(=O)n1nnc2ccccc21,1,-1,0.3,0,-7,3,4,0,-4,6
CCN(CC)CCCN(C(=O)c1ccccc1C)c1nc(-c2ccc(OC)cc2)cs1,1,-1,-0.3,7,-4,2,7,-12,3,-3
Cc1ccc(N2C(=O)C(Cl)=C(N3CCCCCC3)C2=O)cc1,6,3,-0.2,6,1,-1,0,-13,6,7
Cn1c(CCNC(=O)c2ccccc2)nc2ccccc21,-2,3,-0.5,5,1,-4,-4,4,-2,5
O=C(CN1CCCCC1)N1CCN(c2ccccc2)CC1,1,3,-2.8,-9,-6,1,-7,2,4,4
COc1ccc(C(=O)NCc2cc(C)nc3ccccc23)cc1,-1,-2,0.9,-1,7,-5,0,-4,4,1
COc1ccc(-c2nonc2NC(=O)c2ccco2)cc1OC,4,-4,-0.8,12,-1,0,9,4,3,4
CC(=O)C1=C(C)NC2=C(C(=O)CC(C)(C)C2)C1C (centres undefined),1,-2,-0.2,-9,11,1,5,5,4,0
COc1ccc(NC(=S)Nc2ccccc2OC)c(OC)c1,0,1,-1.6,-3,-4,0,-1,19,5,0
CCOc1ccccc1NC(=O)NNC(=O)c1ccc2ccccc2c1,-2,5,-2.3,-8,5,-4,-9,-17,-10,-6
O=C(CCNC(=O)C1CCN(S(=O)(=O)c2ccccc2)CC1)Nc1cccc(C(F)(F)F)c1,-3,-1,-1.3,3,8,-1,-3,-4,-5,3
CCCN(C)C1CN(Cc2cn(Cc3ccc(OC)cc3)nn2)S(=O)(=O)C1 (centres undefined),-3,8,0.4,-4,5,10,-5,nt,5,-5
CC(C)N(Cc1nccn1C)C(=O)c1ccc2oc(Cc3ccccc3)nc2c1,2,3,1.2,-15,1,2,4,4,3,-1
CC(NC(=O)CNC(=S)N(Cc1ccccc1)Cc1cccnc1)c1ccccc1 (centres undefined),-1,-4,0.2,8,0,0,4,7,-2,-2
COC(C[C@@H]1O[C@H]1C(=O)COCc1ccccc1)OC,-1,-2,0.7,3,4,1,7,0,-5,6
CCNC(=O)C1CCN(S(=O)(=O)c2ccc(F)cc2)CC1,-6,1,0.1,12,-5,0,3,0,12,2
Cc1cc(C)n(-c2cc(Cl)cc(Cl)c2)c(=O)c1C#N,1,-1,-0.1,5,-6,0,2,0,5,1
CCn1c2ccccc2c2cc(NC(=O)CSc3nnc(-c4cccc(OC)c4)n3N)ccc21,5,0,3.3,2,3,-5,11,-5,0,-5
O=C(O)c1ccc(O)cc1O,2,1,0.5,-2,-10,3,1,3,3,1
CCc1ccc(CN2CCC(Oc3cc(C(=O)NC4CC4)ccc3OC)CC2)cc1,3,-6,-0.9,2,-5,0,-3,4,-5,3
CCOc1ccc(NC(=O)CC2C(=O)N(C)C(=S)N2Cc2ccco2)cc1 (centres undefined),1,1,-1.1,-3,5,-2,-1,0,2,-2
Cc1ccc(NC(=O)Cc2ccc(OC(F)F)cc2)c(S(=O)(=O)N2CCOCC2)c1,3,-6,nt,0,nt,0,5,nt,-1,-2
COc1cccc(OC)c1C(=O)N1CCN(S(=O)(=O)c2ccccc2)CC1,-2,-2,0.1,8,2,0,4,7,4,1
Cc1cc(C)nc(N/N=C/c2ccco2)n1,2,-4,-2.4,0,-5,-1,2,3,-5,9
CC(=O)c1cn(CC(=O)NCc2ccco2)c2ccccc12,0,0,1.6,6,-2,0,-1,0,-2,-3
CC1C(=O)NN=C1c1ccc([N+](=O)[O-])cc1 (centres undefined),4,2,-1.2,-1,2,-3,-5,5,8,-3
COc1ccc(C(=O)NC(=S)N2CCN(C)CC2)cc1Br,4,-7,0.0,1,-5,0,-3,1,-3,-9
CC(C)(C)c1ccc(Oc2ccc(N)cn2)cc1,0,-1,0.7,5,4,-1,-3,nt,10,-2
CCc1ccc(OCCOC(=O)Nc2ccccc2)cc1,2,-4,1.1,0,1,1,-5,-6,0,2
Cc1cc(C)n2nc(SCC(=O)N(C)Cc3ccccc3)nc2n1,0,0,-0.2,-1,-5,2,2,-6,-3,0
COCCCN1C(=O)[C@H](CC(=O)NCc2cccc(C(F)(F)F)c2)[C@]2(C(=O)OC)CCCCC=C12,2,-1,nt,3,nt,0,-2,nt,3,2
Cc1ccnc(Sc2ncccc2[N+](=O)[O-])n1,3,0,0.2,-4,7,2,-6,-1,7,4
Cc1cccc(N=Cc2ccccc2O)c1C,-4,-3,3.0,-2,2,-1,6,1,-4,3
CCN(CC)S(=O)(=O)c1ccc2c(c1)nc(-c1ccccn1)n2C,-1,0,-1.6,8,1,-1,1,-25,0,0
COc1cc(OC)cc(-c2noc([C@@H]3O[C@H](CO)[C@H](O)[C@H](O)[C@H]3O)n2)c1,-3,-1,-0.4,-5,-1,-2,0,nt,6,0
O=C(NNc1nc(N2CCOCC2)nc(N2CCOCC2)n1)Nc1ccc(Cl)cc1,1,-6,-0.1,-13,-7,6,-2,nt,-3,-6
CCOC(=O)c1ccccc1NC(=O)c1cc2sccc2n1C,4,4,0.1,-6,-7,4,-4,-19,-7,-4
C/C(=N\NC(=S)Nc1c(C)cccc1C)c1cc2ccccc2o1,-3,1,-3.4,-1,2,-4,-6,-1,-5,-4
CCc1nc(SCC(=O)NCc2ccco2)c2c3c(sc2n1)CCCC3,1,-3,57*,-6,0,-8,4,-11,-3,-1
Cc1cc(OC(C)C(=O)N/N=C/CC(C)c2ccccc2)ccc1Cl (centres undefined),0,1,0.9,-2,-3,5,-8,-13,-3,5
O=C(NNc1c2ccccc2nc2ccccc12)c1ccc(Cl)cc1,3,-1,-3.7,3,3,0,-6,16,-1,4
O=S(=O)(NC1CCCCC1Sc1ncccn1)c1ccccc1 (centres undefined),0,-1,-0.1,-5,3,0,1,-1,-2,-1
O=C(c1cnc(-c2ccccc2)s1)c1ccc(Cl)cc1Cl,-1,2,-1.3,-8,-2,0,-3,-14,-9,-2
Cc1cccc(C)c1-n1nnnc1-c1nc2cc3ccccc3cc2[nH]c1=O,-5,5,0.2,-5,0,0,-16,nt,-21,0
CNC(=O)[C@@]1(Cc2ccccc2)C=C[C@@H](C)N1C(C)=O,-1,-3,-0.4,-2,-5,2,5,0,-5,8
CCOC(=O)C1=C(COC(=O)Cc2ccccc2)NC(=O)NC1C (centres undefined),-4,2,-1.7,15,7,-1,1,0,0,-4
Cc1ccccc1N=C1c2cc([N+](=O)[O-])ccc2-c2ncccc21,0,1,0.2,-1,-1,-20,8,6,3,-5
CC(=O)c1cccc(NC(=O)COc2cc3oc(=O)c(CC(C)O)c(C)c3cc2Cl)c1 (centres undefined),-3,2,1.1,-21,-5,2,-9,-6,-9,5

# In the list so far, two have a COOH group.
SMILES,PRMT1 inh,LEDGF integ inh,PG9 binder,TDP2 absorb,TCR CD3 inh,UHRF1 MBD2 ctr,mABHD4 FP,HTRA1 inhibitor,SIAE primary,Tn7 DDE FP
Cc1c(C)c(C)c(C(=O)c2ccc(NC(=O)c3ccccc3C(=O)O)cc2)c(C)c1C,-1,4,0.6,-19,-8,2,-4,-19,-4,-2
O=C(O)c1ccc(O)cc1O,2,1,0.5,-2,-10,3,1,3,3,1

# (more compounds)
SMILES,PRMT1 inh,LEDGF integ inh,PG9 binder,TDP2 absorb,TCR CD3 inh,UHRF1 MBD2 ctr,mABHD4 FP,HTRA1 inhibitor,SIAE primary,Tn7 DDE FP
Cc1c(C(=O)N(C)C)c2ccc(Cl)cc2n1O,-1,-3,0.9,4,12,1,1,4,7,3
O=C(NCc1ccc(F)cc1)C1CCCN(S(=O)(=O)c2cccnc2)C1 (centres undefined),2,0,-0.8,8,2,-3,0,2,7,-5
COc1cc(OC)cc(C(=O)N2CCN(C3CCN(Cc4ccccc4)CC3)CC2)c1,1,9,-1.6,-12,5,5,18,3,-9,1
O=C(Cc1ccc(Cl)cc1)N/N=C1\CCCc2ccccc21,0,-2,-2.4,3,-2,2,2,-8,4,-4
Cc1ccccc1-c1cnc(C(O)c2ccccc2)[nH]1 (centres undefined),-3,0,0.1,7,6,-2,-2,nt,3,8
O=C(CCc1ccccc1)Nc1sc2c(c1C(=O)O)CCCC2,-2,-1,0.6,-16,1,1,-8,nt,-1,5
Cc1ccc(OCc2cc(C(=O)N3CCCCCCC3)no2)cc1C,4,1,-1.4,-1,-5,3,-1,-22,-5,1
CC1CC(C)CN(C(=O)C(C)N2CCN(S(=O)(=O)c3ccc(Br)s3)CC2)C1 (centres undefined),2,1,-0.1,-4,3,-1,4,3,2,-7
CC(C)NC(=O)Cn1c(SCC(=O)NC2CCCC2)nc2ccccc21,-1,1,0.2,-9,5,1,2,2,3,4
